# FBW7 act = FBW7 E3 ligase activators, primary screen, biochemical, AlphaScreen, human. AID 1259310, 2017. actives 0.13% (n = 650,000). normalized activity (activation), % at 26.1 µM. AlphaScreen FBW7–phospho-cyclin E peptide binding, activator screen; in the data active = normalized activity above about 1.9%;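 also: purified mutant Fbw7 with reduced substrate affinity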
# TEAD-YAP inh = TEAD-YAP interaction inhibition, primary screen, TEAD-YAP interaction inhibitor project, luminescence, HEK-TIYL cells. inhibition, % at 9.12 µM. actives 1.4% (n = 640,000). TEAD-Gal4/YAP UAS-luciferase luminescence; in the data active = inhibition above about 32%;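 also: 0% = median of test compound wells and 100% = reference inhibitor wells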
# GPR151 ag = activators of human GPR151, primary screen, cell-based, PathHunter beta-arrestin, luminescence. G-protein coupled receptor 151 (Homo sapiens), Q8TDV0. PathHunter beta-arrestin GPR151 cells. activation, % at 11.2 µM. actives 1% (n = 650,000). AID 1508602, 2020; in the data active = activation above about 4.9%;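 also: 0% = median of compound wells and 100% = cells with positive control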
# Target sequence (Q8TDV0 whole entry, looked up): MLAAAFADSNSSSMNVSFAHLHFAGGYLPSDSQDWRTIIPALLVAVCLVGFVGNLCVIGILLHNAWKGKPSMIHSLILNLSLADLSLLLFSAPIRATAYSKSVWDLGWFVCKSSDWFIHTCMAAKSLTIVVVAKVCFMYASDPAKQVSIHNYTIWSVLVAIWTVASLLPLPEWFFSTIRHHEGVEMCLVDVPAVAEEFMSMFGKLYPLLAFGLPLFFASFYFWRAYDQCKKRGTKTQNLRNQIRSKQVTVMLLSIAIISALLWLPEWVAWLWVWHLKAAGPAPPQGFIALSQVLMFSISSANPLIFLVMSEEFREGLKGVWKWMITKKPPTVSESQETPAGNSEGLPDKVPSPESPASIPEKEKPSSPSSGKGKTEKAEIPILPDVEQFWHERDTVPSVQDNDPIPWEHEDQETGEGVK
# MITF primary = MITF inhibitors, primary screen, biochemical, AlphaScreen, human | Microphthalmia-associated transcription factor (Homo sapiens), O75030 | AlphaScreen MITF homodimerization, bead proximity signal | inhibition, % at 2.6 µM | actives 0.91% (n = 650,000) | AID 1259374, 2018; in the data active = inhibition above about 50%;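 also: 0% = vehicle wells with protein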
# Target sequence (O75030 whole entry, looked up): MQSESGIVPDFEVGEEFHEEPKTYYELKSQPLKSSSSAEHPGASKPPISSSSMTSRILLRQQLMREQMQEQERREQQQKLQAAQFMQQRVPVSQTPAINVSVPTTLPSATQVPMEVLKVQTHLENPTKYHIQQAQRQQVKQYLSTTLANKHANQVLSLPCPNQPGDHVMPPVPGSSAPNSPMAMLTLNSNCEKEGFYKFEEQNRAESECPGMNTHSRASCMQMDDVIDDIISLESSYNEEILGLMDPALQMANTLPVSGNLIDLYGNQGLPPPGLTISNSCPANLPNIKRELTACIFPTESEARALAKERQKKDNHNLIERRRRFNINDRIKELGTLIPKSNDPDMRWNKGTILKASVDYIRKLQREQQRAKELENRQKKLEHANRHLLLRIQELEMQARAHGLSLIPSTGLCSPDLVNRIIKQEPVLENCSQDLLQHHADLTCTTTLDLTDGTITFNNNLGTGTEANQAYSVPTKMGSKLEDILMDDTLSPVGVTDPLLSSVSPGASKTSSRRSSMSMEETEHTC
# * marks the source's active call; other numbers are inactive results; x = no result given. The order is random; any-hit rate near 3.4%.
# Values run as follows: FBW7 act, TEAD-YAP inh, GPR151 ag, MITF primary
- CCNC(=S)N/N=C/c1c(OC)ccc2ccccc12
    0.3, 1, 0.0, 7
- CCCCSc1nnc2c(n1)OC(c1cc(OC)c(O)c(OC)c1)Nc1ccccc1-2 (stereo unspecified)
    0.1, -31, 0.7, 10
- O=C1C[C@@H](O)C(O)[C@@H]2[C@@H]3C(=O)N(Cc4ccc5c(c4)OCO5)C(=O)[C@@H]3CC[C@H]12 (stereo partly specified)
    -0.1, x, -1.3, 15
- CCC(c1nnnn1C1CCCCC1)N1CCN(C2CCCC2)CC1 (stereo unspecified)
    -0.1, -4, -0.3, -13
- COc1cccc(CNC(=O)c2sccc2S(=O)(=O)N2CCN(c3ccccc3)CC2)c1
    -0.2, -2, 1.0, 0
- O=c1c2ccccc2nc(-c2ccc(Cl)cc2)n1C1CCS(=O)(=O)C1 (stereo unspecified)
    0.3, 2, 1.9, 14
- O=C(c1c(Cl)cccc1Cl)N1CCN(Cc2ccccc2)CC1
    0.1, -6, 1.0, -11
- CCN(CC)C(=O)C1CCCN(c2nc(Nc3ccc(N4CCOCC4)cc3)nc(N(CC)CC)n2)C1 (stereo unspecified)
    -0.1, -1, 0.0, -1
- O=C(COc1ccccc1)N1CCN(c2ccc(-c3ccncc3)nn2)CC1
    1.2, 8, -1.1, 5
- Cc1ccc(-c2noc(CNC(=O)COc3ccc(Br)cc3)n2)cc1
    0.1, 11, 1.0, 4
- Clc1ccc(-c2csc(Nc3ccc4c(c3)OCO4)n2)cc1
    -0.1, -69, 1.6, 5
- CC(O)c1cccc(NC(=O)c2nn3c(c2Br)NC(c2ccc(Br)o2)CC3C(F)(F)F)c1 (stereo unspecified)
    0.8, 6, -0.9, 11
- COc1ccc(C=NCc2ccccc2)c(OC)c1
    -0.2, 9, -0.3, -7
- COCCNS(=O)(=O)c1cccc2cccnc12
    0.1, -2, 0.2, -26
- C[C@H](CCC(=O)O)[C@H]1CC[C@H]2[C@@H]3[C@H](O)C[C@@H]4C[C@H](O)CC[C@]4(C)[C@H]3C[C@H](O)[C@]12C
    -0.1, 2, 1.1, -4
- CCOc1ccc(C(=O)NC(=S)Nc2ccccc2C(N)=O)cc1Br
    -0.3, -9, 0.8, -4
- COc1ccc(S(=O)(=O)CCC(=O)Nc2ccc(OC)c(Cl)c2)cc1
    -0.1, 4, -0.2, 18
- COC(=O)c1cccc(NS(=O)(=O)c2ccc(Br)cc2)c1C
    0.1, 5, 0.1, 15
- CC(=O)c1ccc(NC(=O)CSc2nc(C)c(C)c(C)n2)cc1
    0.2, -3, 1.2, 8
- COCCCn1c(SCC(=O)NC2CCCC2)nnc1-c1ccccc1
    0.4, 2, -0.8, -2
- COc1ccc(C(=O)NC(C)C(c2cccs2)N2CCOCC2)cc1 (stereo unspecified)
    0.1, 3, -0.3, 17
- Clc1ccc(-c2cnc(N3CCC4(CC3)OCCO4)nc2)cc1
    0.3, -56, -7.3, 8
- COc1ccc(-c2cc(C(F)(F)F)n3nc(C(=O)Nc4cccc(CCC#N)c4)cc3n2)cc1OC
    0.2, 1, -0.4, -10
- CCOc1cc(/C=N/NC(=O)Cc2cccc3ccccc23)cc([N+](=O)[O-])c1O
    -0.2, 0, 2.9, 2
- c1cncc(CNc2ccnc(NCc3cccnc3)n2)c1
    -0.1, -5, 3.1, 13
- NC(=O)c1ccc(NC(=O)c2ccc([N+](=O)[O-])cc2Cl)cc1
    0.1, -53, 1.1, -12
- OC(COCCOc1ccc(Br)cc1)CN1CCc2ccccc2C1 (stereo unspecified)
    -0.1, 6, -1.3, -3
- Cc1oc(-c2ccc(Cl)cc2)nc1Cn1c(=O)n(C(C)C)c(=O)c2ccccc21
    0.4, -1, -1.1, 22
- CCOc1ccc(N(C(=O)c2ccccc2OC)c2nc(-c3ccc(OC)cc3)c(-c3ccccc3)s2)cc1
    -0.2, -2, 0.0, -6
- CC(=O)OCc1c(OC(C)=O)ccc2c([N+](=O)[O-])c(C)n(-c3ccc(C)cc3)c12
    0.1, 11, 1.2, -5
- CC(C)(C)c1cc(N2C(=O)C(=O)/C(=C(/O)c3ccc(Br)cc3)C2c2ccccc2)no1 (stereo unspecified)
    -0.1, 3, 1.2, -8
- Cc1ccccc1S(=O)(=O)Nc1cccc(C(=O)NN)c1
    0.3, -11, 3.3, 20
- COc1cc(Cl)cc(CN2CCN(C3CCN(C(C)C)CC3)C(CCO)C2)c1OC (stereo unspecified)
    -0.2, -5, -0.2, -12
- COc1ccc(C(=O)NC(=S)N2CCN(c3ccc([N+](=O)[O-])cc3)CC2)cc1
    0.2, -1, 0.2, 17
- CCOC(=O)C1=C(C)C(C(C)=O)(C(N)=O)NC(C)=C1c1ccccc1 (stereo unspecified)
    0.0, 2, 0.1, 2
- COC(=O)C1=CN(Cc2ccc(F)cc2)C=C(C(=O)OC)C1c1cccc(Br)c1
    0.5, -14, 1.1, -6
- CC(=O)Nc1ccc(NC(=O)c2ccnc(Nc3ccnn3C)c2)cc1
    1.0, -1, -1.3, -3
- Cc1cc(=O)[nH]c(N/N=C/c2ccc(Br)cc2)n1
    0.0, -12, -1.2, -6
- COc1ccc(S(=O)(=O)Nc2c(C)cccc2C(C)C)cc1
    0.2, -3, 1.8, 0
- CN(CC(=O)Nc1ccc(F)c(Cl)c1)S(=O)(=O)c1ccc2c(c1)CCC(=O)N2
    0.6, -7, -0.1, 9
- CC(NC(=O)CN1CCCCCC1)c1ccc(F)cc1 (stereo unspecified)
    0.5, 5, 1.3, 20
- O=C(Nc1cccc(F)c1)Nc1ccnn1C1CCN(C(=O)C2Cc3ccccc3O2)CC1 (stereo unspecified)
    -0.1, -32, 0.1, -9
- c1ccc(OCCNc2nc(N3CCc4ccccc4C3)nc3c2ncn3-c2ccccc2)cc1
    0.0, -10, -1.3, 19
- C/C(CC(=O)NC1CCCCC1)=N\NC(=O)C(=O)N1CCCCC1
    0.0, -3, 0.3, 3
- N#Cc1ccc(COC(=O)c2cc(Cl)ccc2[N+](=O)[O-])cc1
    0.1, 2, 0.6, 16

# Next section, starting with the last seven of the part before.
# Values run as follows: FBW7 act, TEAD-YAP inh, GPR151 ag, MITF primary
- COc1ccc(S(=O)(=O)Nc2c(C)cccc2C(C)C)cc1
    0.2, -3, 1.8, 0
- CN(CC(=O)Nc1ccc(F)c(Cl)c1)S(=O)(=O)c1ccc2c(c1)CCC(=O)N2
    0.6, -7, -0.1, 9
- CC(NC(=O)CN1CCCCCC1)c1ccc(F)cc1 (stereo unspecified)
    0.5, 5, 1.3, 20
- O=C(Nc1cccc(F)c1)Nc1ccnn1C1CCN(C(=O)C2Cc3ccccc3O2)CC1 (stereo unspecified)
    -0.1, -32, 0.1, -9
- c1ccc(OCCNc2nc(N3CCc4ccccc4C3)nc3c2ncn3-c2ccccc2)cc1
    0.0, -10, -1.3, 19
- C/C(CC(=O)NC1CCCCC1)=N\NC(=O)C(=O)N1CCCCC1
    0.0, -3, 0.3, 3
- N#Cc1ccc(COC(=O)c2cc(Cl)ccc2[N+](=O)[O-])cc1
    0.1, 2, 0.6, 16
- O=C(Cn1c(=O)oc2ccccc21)Nc1cccc2c1CCCC2
    -0.1, 5, -0.2, 9
- CCOC(=O)COc1ccc(/C=C/c2nc(O)c([N+](=O)[O-])c(=O)[nH]2)cc1
    -0.1, 5, 0.2, 13
- CCCC(=O)NCCN1CCN(S(=O)(=O)c2ccccc2)CC1
    -0.1, -13, 3.7, 1
- COc1ccc(-c2nc3c(c4c2C[C@H](c2ccccc2)OC4)CN(C(=O)Nc2cccc(C#N)c2)CC3)c(C)c1
    -0.1, x, 0.8, 7
- O=C(Nc1nc(-c2ccccn2)cs1)c1ncoc1-c1ccc(F)cc1
    0.0, -9, 0.0, -7
- CCCCCCNCC1OCc2ccccc2CO1
    0.2, 2, -0.2, 18
- S=C(Nc1ccc(Br)cc1)N1CCOCC1
    0.0, -5, 0.8, 14
- CC(C)(C)C(=O)N1CCCC1c1nc(-c2cccnc2)n[nH]1 (stereo unspecified)
    0.1, 9, -0.9, 10
- COc1cccc(C2=N/C(=C\c3cc(OC)ccc3OC)C(=O)O2)c1
    0.2, 1, 2.2, 12
- Cc1ccccc1C1=N/C(=C/c2ccc3c(c2)OCO3)C(=O)O1
    -0.2, -5, -1.8, -6
- Cc1ccc(NC(=O)N2CCC(N(C)CCC(C)C)CC2)cc1C
    -0.1, 7, 1.3, 9
- CCOC(=O)c1sc(Nc2nc(OC)cc(OC)n2)nc1C
    0.0, -2, -0.1, 2
- COc1ccc(N2CCN(C3CCCN(C(=O)CN4CCCC4=O)C3)CC2)cc1 (stereo unspecified)
    0.0, -1, -0.5, -12
- Cc1ccc(S(=O)(=O)NC(=O)Nc2nnc(C)s2)cc1
    0.1, 8, -0.6, -16
- CC1(C)CC(=NNC(=O)c2ccncc2)CC(C)(C)N1
    0.3, -2, -0.4, -5
- CCOC(=O)c1c(NC(=O)C(C)Sc2nnc(CNC(=O)c3cccc(OC)c3)n2-c2cccc(C)c2)sc2c1CCC2 (stereo unspecified)
    -0.1, 3, -0.2, -3
- COC(=O)/C=C1\SC(=NC(=O)c2ccccc2F)NC1=O
    0.0, -4, 0.6, -2
- O=C(NC(Cc1ccccc1)C(=O)N1CCN(c2ccccn2)CC1)c1ccco1 (stereo unspecified)
    0.0, 10, 4.0, 9
- COc1ccccc1N1CCN(C(=O)CSc2nc3ccccc3s2)CC1
    0.6, 7, 0.8, 10
- COc1ccccc1-n1c(SCC#N)nc2c(sc(=S)n2Cc2ccccc2)c1=O
    0.0, -1, 0.9, 2
- O=C1c2cccc([N+](=O)[O-])c2C(=O)N1c1ccc(Br)cc1Cl
    0.3, 9, 0.1, 6
- O=C(N/N=C/c1cccs1)c1cccc(F)c1
    0.7, -69, -3.0, 7
- Nc1nc(COc2ccc3ccccc3c2)cs1
    0.8, -18, -1.6, 12
- NS(=O)(=O)c1ccc(S(=O)(=O)Nc2ccc(I)cc2)cc1
    0.2, 12, -1.0, 7
- CC1=C(c2ccc(C)cc2)S(=O)(=O)N=C1N1CCN(c2cc(C)ccc2C)CC1
    0.0, -5, 0.2, 5
- COC(=O)c1ccc2c(c1)C1C=CCC1C(c1ccc(C(=O)O)cc1)N2 (stereo unspecified)
    -0.9, 7, -0.8, 70*
- Cc1ccc(NC(=O)c2cccc3c2C(=O)N(Cc2cccnc2)C3)cc1
    0.2, -13, 1.6, -2
- C#CCN1C(=O)S/C(=C/c2ccc(OCC(=O)O)cc2)C1=O
    0.1, 7, -1.2, 14
- COC(=O)CN1C(=S)N(C)C(=O)/C1=C/c1cccs1
    0.4, 0, -0.9, 16
- O=C(NCC1CCCO1)c1ccc(Cn2c(=S)[nH]c3ccsc3c2=O)cc1 (stereo unspecified)
    0.1, 4, -0.1, 10
- COc1cc(NC(=O)CSCc2ccc(Cl)cc2)c(C(=O)O)cc1OC
    0.1, -6, 0.8, -25
- O=c1cc(-c2ccccc2)ncn1CCN1CCCC1
    0.1, -2, -0.9, -7
- Cc1cccc(NSc2ccccc2[N+](=O)[O-])c1
    -0.1, -7, 1.2, 18
- O=C(CN1C(=O)c2ccccc2C1=O)Nc1ccccc1C(=O)N1CCOCC1
    0.4, 6, -1.1, 4
- CC(C)NS(=O)(=O)c1ccc(OCC(=O)Nc2ccc3c(c2)OCO3)c(Cl)c1
    0.9, 8, -2.0, 8
- CCC(=O)Nc1ccc(-c2nnc(SCC(=O)NC3CCCCC3)n2C)cc1
    0.1, 2, 3.2, 14
- COc1ccccc1N1CCN(C(c2nnnn2Cc2cccs2)C(C)C)CC1 (stereo unspecified)
    -0.2, -16, 2.3, -2
- CCOC(=O)c1ccc(NC(=O)CCc2c[nH]c3ccccc23)cc1
    0.2, 10, -0.5, 8
- CCN1CCN(C(=O)C2CCN(S(=O)(=O)c3ccc(Br)cc3)CC2)CC1
    0.0, -11, -0.1, 1
- COCCNC(=O)c1ccc(OC)c(OC)c1
    0.2, -9, -0.3, 0
- COc1ccc(-c2nc3cnccn3c2NCc2ccc(F)cc2)c(OC)c1
    -0.1, 13, 1.8, -6
- C[C@@H](Cn1nc(-c2cccs2)oc1=O)NC(=O)Cc1n[nH]c(=O)c2ccccc12
    0.5, 6, 0.2, -5
- Oc1c(C(Nc2nccs2)c2ccccn2)ccc2cccnc12 (stereo unspecified)
    -0.3, 76*, 0.7, 43
- Cc1ccc2nc(NCc3ccc(F)cc3)c3nncn3c2c1
    0.3, -4, -0.3, -1
- COc1ccccc1NC(=O)C1=C(C)Nc2ncnn2C1c1ccccc1OC (stereo unspecified)
    -0.1, -3, -0.8, -11
- Cc1ccc(NC(=O)C2C3C=CC4(CN(Cc5cccnc5)C(=O)C24)O3)cc1 (stereo unspecified)
    0.6, -14, -1.1, 12
- OC(COc1ccc(Cl)cc1)Cn1c2ccccc2c2ccccc21 (stereo unspecified)
    0.0, -3, 4.2, -7
- CCCN1CCN(C(=O)c2sc3ncnc(N(C)c4ccccc4)c3c2C)CC1
    0.0, -12, 2.8, -3
- O=C(Cn1cnc2c(nnn2Cc2ccccc2F)c1=O)c1ccccc1
    -0.1, -1, 0.9, 4
- COC(=O)c1ccc(NC(=S)NCC2CC2)cc1
    -0.1, -19, 1.5, -5
- CCC(C)NC(=O)c1c[nH]c2ccc(S(=O)(=O)N(CCCN3CCOCC3)Cc3ccco3)cc2c1=O (stereo unspecified)
    0.1, -4, -0.8, 2
- c1ccc(N2CCN(c3nc4ccccc4n4nnnc34)CC2)cc1
    0.0, -10, -1.0, 17

# Bioassay records from PubChem.
